Compound activity: PubChem BioAssay, several laboratories
E coli WT exp: E. coli BW25113 growth inhibition, expanded screen; hit rate 0.15% among 98,000; AID 710; growth inhibition, % at 100 µM; OD600 absorbance;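 active = growth inhibition above about 50% at one test dose, limit read from the data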;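 also: growth measured after 20 h incubation at 37 °C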
CD11b adhes inh: CD11b/CD18-fibrinogen binding inhibition | K562 CD11b/CD18 adhesion to fibrinogen, ATPlite luminescence; Mn2+ added to activate the integrin | inhibition, % at 10 µM | hit rate 0.54% among 93,000;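 active = primary inhibition of 50% or more at 10 µM, then 40% or more on retest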; also: some results filed as inactive read as strong as hits
S1P2 ag: activates the human S1P2 receptor | AID 729 | hit rate 0.46% among 97,000 | O95136 | S1P2-expressing cell line, agonist reporter read-out | activation, % at 4.5 µM; in the data active = activation above about 16%;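 also: 0% = vehicle low control and 100% = maximal reference agonist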
Target sequence (O95136 whole entry, looked up): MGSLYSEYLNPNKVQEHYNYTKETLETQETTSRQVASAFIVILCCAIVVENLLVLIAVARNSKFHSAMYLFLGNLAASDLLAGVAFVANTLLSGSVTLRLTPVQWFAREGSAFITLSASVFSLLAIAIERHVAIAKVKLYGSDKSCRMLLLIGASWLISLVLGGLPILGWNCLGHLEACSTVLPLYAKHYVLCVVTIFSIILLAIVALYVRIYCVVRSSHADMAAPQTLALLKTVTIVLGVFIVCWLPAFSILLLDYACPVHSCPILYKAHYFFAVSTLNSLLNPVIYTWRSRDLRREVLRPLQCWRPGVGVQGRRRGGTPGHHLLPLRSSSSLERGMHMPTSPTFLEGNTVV
PLAP act: human PLAP activation | AID 696 | purified PLAP enzyme, luminescent substrate read-out; stronger effect = higher value | activation fold at 20 µM | hit rate 1.2% among 96,000 | P05187; in the data active = activation fold above about 2
PostGolgi yeast: growth inhibition of a yeast mutant, post-Golgi transport screen; post-Golgi transport phenotypic cell assay; inhibition, % at 10 µM; hit rate 0.9% among 98,000; AID 739;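 also: yeast cells grown in 1536-well plates; yeast grown about 18 h at 30C before absorbance read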
S1P2 antag: blocks the human S1P2 receptor | cell-based S1P2 antagonist assay, inhibition at 5 uM | inhibition, % at 5 µM | hit rate 0.21% among 97,000 | O95136 | AID 736; in the data active = inhibition above about 45%;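 also: CRE beta-lactamase reporter cells expressing human S1P2 stimulated with S1P; 0% = agonist at EC80 alone and 100% = agonist plus reference antagonist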
PostGolgi ctrl: yeast control strain growth, post-Golgi counter-screen. efflux-deficient yeast background strain, growth absorbance A615, 16 h. inhibition, % at 10 µM. hit rate 5% among 98,000
sEH act: increases human soluble epoxide hydrolase activity; activation, % at 2 µM; purified human sEH enzymatic activity, activator screen; P34913; hit rate 0.04% among 91,000; in the data active = activation above about 37%; also: values of inactives mirror those of a sister screen read the other way
Target sequence (P34913 whole entry, looked up): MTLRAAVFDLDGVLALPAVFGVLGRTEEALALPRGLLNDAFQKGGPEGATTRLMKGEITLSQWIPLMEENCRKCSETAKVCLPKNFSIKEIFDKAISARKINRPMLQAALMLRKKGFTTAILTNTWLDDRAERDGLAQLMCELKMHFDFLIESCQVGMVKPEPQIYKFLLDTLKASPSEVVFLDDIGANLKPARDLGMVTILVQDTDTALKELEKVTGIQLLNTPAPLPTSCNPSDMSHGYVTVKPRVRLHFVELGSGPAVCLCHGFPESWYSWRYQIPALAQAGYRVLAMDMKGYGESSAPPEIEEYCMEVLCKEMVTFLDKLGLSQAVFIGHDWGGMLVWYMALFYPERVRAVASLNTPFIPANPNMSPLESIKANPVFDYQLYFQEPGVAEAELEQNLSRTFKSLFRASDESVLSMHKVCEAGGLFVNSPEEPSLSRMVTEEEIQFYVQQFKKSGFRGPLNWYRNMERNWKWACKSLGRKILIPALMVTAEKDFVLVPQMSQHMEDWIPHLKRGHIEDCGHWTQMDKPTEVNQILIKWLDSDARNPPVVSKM
sEH inhibitor: blocks human soluble epoxide hydrolase activity. recombinant human sEH enzymatic activity assay. inhibition, % at 2 µM. hit rate 0.34% among 91,000. P34913. AID 707; in the data active = inhibition above about 80%; also: values of inactives mirror those of a sister screen read the other way; many of its hits are not listed in these tables
* marks the source's active call; other numbers are inactive results; . = no result given; & = joins results of further samples. Rule as the data show it, unless noted: active = inhibition above about 30%; inactive = the rest.

SMILES	E coli WT exp	CD11b adhes inh	S1P2 ag	PLAP act	PostGolgi yeast	S1P2 antag	PostGolgi ctrl	sEH act	sEH inhibitor
Cc1cc(C)cc(-n2c(=O)c3sccc3n(CC(=O)NCc3ccco3)c2=O)c1	3	-1	-2	1	-3	1	10	-16	14
O=C(COC(=O)c1ccc[nH]c1=O)c1ccc(Cl)s1	6	10	-8	0.9	-2	26	10	11	-12
COc1ccc(-c2nc(-c3cccc(C)c3)[nH]c(=O)c2C#N)cc1	-10	4	-3	1.2	-9	20	-12	9	-8
COc1cc(S(=O)(=O)Nc2ccccc2C)ccc1Cl	3	15	-4	1	-6	2	20	-2	0
O=C(NCc1ccc(Cl)cc1)c1noc2c1CCCC2	6	-7	.	0.9	0	.	2	.	.
Cc1noc(NS(=O)(=O)c2ccc(NC(=O)CCC3CCCCC3)cc2)c1C	0	8	-6	0.9	-4	-6	2	-20	20
CCOc1cc(C(=S)N2CCCCC2)ccc1OS(=O)(=O)c1ccc(Br)cc1	-5	2	-7	1	1	-10	1	0	-2
Cc1cccn2c(N)c(-c3ccccc3)nc12	12	.	-4	.	-4	11	1	-2	0
CSc1nsc(SCCN2C(=O)c3ccccc3C2=O)n1	-4	-10	-2	0.9	4	-2	14	1	0
CCOC(=O)N1CCN(CCC(=O)Nc2cccc(Br)c2)CC1	9&10	-11&-2	-9&-1	1.5&1.2	-10&-5	15&12	5&0	-3&6	3&-6
COc1ccc(OC)c(S(=O)(=O)N2CCC(C(=O)NCCc3ccccc3)CC2)c1	-1	.	-4	1.4	19	7	6	-22	21
CNC(=O)CN(C#N)c1nc(N(C)C)nc(N(C)C)n1	.	.	-6	.	.	0	.	5	-2

The last 2 entries of the section above open the next one.
SMILES	E coli WT exp	CD11b adhes inh	S1P2 ag	PLAP act	PostGolgi yeast	S1P2 antag	PostGolgi ctrl	sEH act	sEH inhibitor
COc1ccc(OC)c(S(=O)(=O)N2CCC(C(=O)NCCc3ccccc3)CC2)c1	-1	.	-4	1.4	19	7	6	-22	21
CNC(=O)CN(C#N)c1nc(N(C)C)nc(N(C)C)n1	.	.	-6	.	.	0	.	5	-2
CC1(C)Cc2c(c(-c3ccco3)[nH]c(=O)c2C#N)CO1	0	.	1	.	16	-4	0	-6	6
N#CC(=C1CCCC1)c1nc(-c2cc3ccccc3oc2=O)cs1	-10	12	2	0.9	-4	0	5	-1	1
O=C1/C(=C\c2ccc3c(c2)OCO3)CCC/C1=C/c1ccc2c(c1)OCO2	-4	27	-4	0.9	-8	11	9	.	.
Cc1n[nH]c(=S)c2nn(-c3ccccc3F)c(C)c12	6	1	-1	1.3	21	-29	2	6	-4
CCOC(=O)CN(C(=O)CSc1nnc(-c2cccc(OC)c2)o1)c1ccc(F)cc1	-25	30	-6	1.6	-16	10	12	-2	0
COc1cccc(-c2nnn(CCc3nn[nH]n3)n2)c1	.	.	-2	.	.	-13	.	-4	4
Cc1c(Cc2ccccc2)c(=O)oc2cc(OCc3nn[nH]n3)ccc12	0	7	-2	1.1	9	9	-1	0	-1
Cc1cccc(-c2c3c(=O)n(C)c(=O)n(C)c3cn2C(C)(C)C)c1	-6	-6	-4	1.2	1	9	3	.	.
CCN1C(=O)/C(=C/N(C)c2ccccc2)OC1=S	3	-18	-3	1.1	-3	-10	6	-3	6
CCOc1ccc(NC(=NCc2ccc3c(c2)OCO3)SC2CC(=O)N(c3ccccc3)C2=O)cc1 (stereo not drawn)	.	.	-4	.	.	-9	.	8	-8
CCOC(=O)c1ccc(CS(=O)c2ccc(Cl)cc2)o1 (stereo not drawn)	-2	.	-4	.	-8	12	4	.	.
CCc1c(C)c2cc(Cl)c(O)c(CN(C)C)c2oc1=O	9	-20	9	0.8	2	-23	-2	-6	9
COc1ccc(Nc2nc(NC(C)(C)C)nc(N3CCCC3)n2)c(OC)c1	-17	4	-2	1.5	5	-19	63*	1	0
COc1ccc(C2=CC(c3ccc(C)cc3)n3nnnc3N2)cc1 (stereo not drawn)	-7	14	-2	1.1	-3	2	16	5	-2
COc1ncnc2c1NC(=O)CS2	-1	-11	-2	1	4	11	3	-7	6
CCOc1ccccc1N1CCN(Cc2cccc(OC)c2OC)CC1	8	4	-3	1.2	-8	28	16	9	-8
Cc1cc(C(=O)OCC(=O)c2ccc(Br)s2)c(C)o1	-1	-18	-5	0.7	-3	6	-6	.	.
COc1ccc(S(=O)(=O)Nc2ccc(S(=O)(=O)N3CCCCC3)cc2)cc1OC	-3	.	-5	1.3	-5	-2	6	10	-9
Cn1c(=NC(=O)CSCC(=O)N2CCCCC2)sc2ccccc21	4	-10	0	0.9	-5	-4	-2	-12	10
COc1cc(CNCc2ccccn2)ccc1OCc1ccc(Cl)cc1Cl	24	31	-4	.	3	9	49*	-6	9
CCOC(=O)N1CCN(S(=O)(=O)c2ccc(F)c(C(=O)Nc3cc(C)cc(C)c3)c2)CC1	5	-6	-8	0.9	-6	-5	-9	-5	8
CCCn1c(SCC(=O)c2cc(C)ccc2C)n[nH]c1=O	11	3	-3	1.3	-3	-9	3	-8	7
CCOc1cc(NC(=S)Nc2cccc(OC)c2)c(OCC)cc1NC(=O)C1CC1	-6	.	-8	0.9	-4	6	-11	6	-3
Cc1ccc(CNC(=O)CSc2n[nH]c(N)n2)cc1	-9	-11	-3	0.9	20	6	13	9	-11
CCOC(=O)CC(=O)CSc1ncnc2c1cnn2-c1ccccc1	-4	-11	-8	1.4	-9	14	10	-6	6
COc1ccccc1NC(=O)c1cc2ccccc2o/c1=N\O	-6	16	.	0.8	1	.	9	.	.
CC1(C)CC(=O)c2cc(C(=O)Nn3cnnc3)c(=O)n(-c3ccccc3)c2C1	-1	4	-5	1.2	19	-10	1	-2	3
Cc1occc1-c1nnc(SCC(=O)NCc2ccco2)n1CC(C)C	10	13	-2	1.7	-1	-16	-1	-34	34
O=C1CCc2cc(S(=O)(=O)N3CCN(C(=O)c4ccco4)CC3)ccc2N1	-1	-11	0	1.1	-3	23	1	-5	5
CCCN(CCC)S(=O)(=O)c1ccc(C(=O)NCc2ccc3c(c2)OCO3)cc1	-6	-6	-3	0.8	1	10	8	-24	23
Cc1nnc(NC(=O)c2cccc(NC(=O)C(C)C)c2)s1	5	12	-12	1.1	-2	9	1	-3	2
COc1ccc(OCCCN2CCCC(C)C2)cc1 (stereo not drawn)	13	-13	-4	1	1	1	6	6	-8
CC(C)CNCC(=O)N1c2ccccc2Sc2ccccc21	11	.	-3	1.3	-5	-9	4	-11	11
C(=N\n1cnnc1SCc1ccccc1)/c1ccco1	-6	-17	-1	1.1	13	14	2	-2	2
Cc1oc(-c2ccccc2F)nc1CN1CCC(C(=O)NCCC2=CCCCC2)CC1	10	-6	-6	1.8	-4	4	4	-89	89*
CCCNCC1COc2ccccc2O1 (stereo not drawn)	1	19	-8	1.1	-5	1	-9	-14	16
O=C(CSc1nc2ccccc2s1)NCCOc1ccc(Cl)cc1	-16	.	-5	0.9	-10	-7	29	-10	10
Cc1ccc(C)c(-n2c(-c3ccc4c(c3)OCO4)n[nH]c2=S)c1	19	6	-10	1.2	-2	-3	4	-15	16
CCN(CC)c1nc(C)c2c(c1C#N)CC(C)(C)OC2	6	10	-7	0.9	4	-4	8	.	.
Cc1ccccc1-n1nnnc1SCc1csc(-c2ccccc2)n1	-13	4	-8	0.8	-7	5	25	-17	16
COc1ccc(NS(=O)(=O)c2ccc(OCC(=O)N3CCOCC3)cc2)cc1	6	0	-3	1	13	2	-1	4	-4
COc1cccc(NC(=O)C2C3C=CC4(O3)C2C(=O)N(C2CC2)C4C(=O)NC2CCCCC2C)c1 (stereo not drawn)	5	5	0	1.5	1	-7	7	-7	4
COC(=O)c1c(NC(=O)c2ccco2)sc2c1C(C(=O)OC)CC2 (stereo not drawn)	-5	0	5	0.9	5	-9	10	2	-2
COc1ccc(S(=O)(=O)N(C)CC(=O)Nc2ccc3c(c2)OCCO3)cc1OC	-10	3	-8	0.9	0	-18	2	-2	6
CCOC(=O)CSc1nnc(-c2ccccc2OC)o1	-1	2	-5	0.8	-4	-7	23	5	-7
CCOC(=O)CS(=O)(=O)c1nc(-c2ccc(F)cc2)cc(C(F)(F)F)n1	4	.	.	1.1	8	.	48*	.	.
COc1ccc([N+](=O)[O-])cc1NC(=S)Nc1ccccc1	2	-19	3	0.8	0	6	-2	-3	1
Cc1cccc(N2CCN(c3ccc(NC(=O)/C=C(/C(=O)O)c4ccccc4)cc3)CC2)c1	4	.	1	1.2	-1	1	4	4	-4

Limited to PostGolgi ctrl, for 2 of the compounds above:
canonical_smiles,PostGolgi ctrl
COc1ccc(S(=O)(=O)N(C)CC(=O)Nc2ccc3c(c2)OCCO3)cc1OC,2
CCOC(=O)CSc1nnc(-c2ccccc2OC)o1,23

(next part)
SMILES	E coli WT exp	CD11b adhes inh	S1P2 ag	PLAP act	PostGolgi yeast	S1P2 antag	PostGolgi ctrl	sEH act	sEH inhibitor
CCOC(=O)CSc1nc(N)c(C#N)c(-c2ccc(OCC)cc2)c1C#N	-14	3	-3	0.9	-7	5	10	2	-4
COc1ccc(CNC(=O)Oc2ccccc2)cc1Cl	2	6	-4	0.8	-5	-7	-3	-28	28
Cc1ccc(-c2nnn(CC(=O)N(c3ccccc3F)C(CC(C)C)C(=O)NCC3CCCO3)n2)cc1 (stereo not drawn)	-4	.	-3	1.4	-29	10	10	-4	6
Cc1nnc(SCC(=O)Nc2nccs2)[nH]c1=O	0	.	-6	0.9	1	10	-2	-4	4
O=C(CCNc1ccccc1)c1cccc([N+](=O)[O-])c1	13	-7	-2	1	-8	1	3	-4	2
O=[N+]([O-])c1ccc2c(c1)C(O)n1nc(-c3ccc(Cl)cc3Cl)nc1S2 (stereo not drawn)	0	12	-5	0.6	-3	-23	7	12	-14
c1ccc(-c2nc(Sc3ncnc4c3cnn4-c3ccccc3)n[nH]2)cc1	0	-7	-3	1	-3	6	10	-11	11
COc1ccc(NC(=O)c2sc3cc(C(F)(F)F)cnc3c2-c2cccs2)cc1	-4	-24	-2	0.8	-4	15	-5	4	-4
Cc1cc(C)cc(N(C(=O)C2CCCC2)C2C=CS(=O)(=O)C2)c1 (stereo not drawn)	0	.	-3	1.1	12	-8	0	.	.
CCOc1ccccc1NC1=NCC(=O)N1Cc1ccc(F)cc1	-1	1	-15	0.9	2	9	7	8	-6
COc1ccc(-c2nn(-c3ccccc3)cc2/C=N/NC(=O)c2ccc3c(c2)OCO3)cc1	-6	-15	-8	1.1	-2	20	5	-10	12
COc1ccccc1N(O)C1CC(=O)N(c2ccc(Br)cc2)C1=O (stereo not drawn)	3	.	.	1.2	1	.	8	.	.
CCc1ccccc1-n1c(SCC(=O)N2CCCC2)nnc1-c1ccccn1	1	-51	0	1.3	8	16	4	5	-10
COCCn1cnc2cc(C)c(C)cc21	11	-6	2	0.9	-13	5	4	.	.
CCOC(=O)CNC(=O)C(Cc1ccccc1)NS(=O)(=O)c1ccc2c(c1)CCC(=O)N2 (stereo not drawn)	.	.	-15	.	.	-8	.	2	-1
c1cncc(-c2nc3ccccc3o2)c1	13	-9	-4	1.1	6	-18	-6	0	1
O=C(NC1CCCC1)C(c1ccncc1)N(Cc1ccccc1)C(=O)Cc1cccs1 (stereo not drawn)	1	-5	-3	1.1	-10	3	11	-2	5
COc1ccc(OCC(=O)Nc2ccc(N3CCOCC3)c(Cl)c2)cc1	3	-6	-5	0.8	-7	-4	-6	-33	33
N#C/C(=N\Nc1ccc(F)cc1)C(=N)N1CCCCC1	-8	-3	0	0.8	-5	1	15	6	-7
Cc1onc(-c2c(Cl)cccc2Cl)c1C(=O)NCCCN1CCOCC1	-5	-14	-3	1.1	-4	12	0	11	-8
CCn1c(=N)c(C(=O)NCCCOC)cc2c(=O)n3cccc(C)c3nc21	0	1	.	1.4	1	.	4	.	.
CCCCCNC(=O)c1ccccc1SC	4	-7	-5	0.9	-3	-18	-4	-6	4
O=C1C(NS(=O)(=O)c2cccs2)=C(N2CCN(c3cccc(Cl)c3)CC2)C(=O)c2ccccc21	-4	5	-6	1.6	9	-1	19	6	-6
CCOC(=O)c1c(C)[nH]c(C)c1C(=O)COC(=O)[C@@H](NC(=O)c1ccccc1OCC)C(C)C	-3	6	-6	1.8	1	-28	0	2	0

Not a hit list; overall some 7.1% were active at least once.
